Compound activity: PubChem BioAssay, several laboratories
TRPML3 agonist: activates the human TRPML3 channel; HEK293 TRPML3-YFP, Fluo-8 calcium fluorescence; 100% = the carbachol control signal; activation, % at 3 µM; hit rate 0.29% among 220,000;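 active = activation above its plate's cutoff, the mean activation of the plate's test wells plus 3 SD, cut at about 12% in these data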;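 also: 0% = DMSO only wells and 100% = carbachol wells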
Target sequence (Q8TDD5 whole entry, looked up): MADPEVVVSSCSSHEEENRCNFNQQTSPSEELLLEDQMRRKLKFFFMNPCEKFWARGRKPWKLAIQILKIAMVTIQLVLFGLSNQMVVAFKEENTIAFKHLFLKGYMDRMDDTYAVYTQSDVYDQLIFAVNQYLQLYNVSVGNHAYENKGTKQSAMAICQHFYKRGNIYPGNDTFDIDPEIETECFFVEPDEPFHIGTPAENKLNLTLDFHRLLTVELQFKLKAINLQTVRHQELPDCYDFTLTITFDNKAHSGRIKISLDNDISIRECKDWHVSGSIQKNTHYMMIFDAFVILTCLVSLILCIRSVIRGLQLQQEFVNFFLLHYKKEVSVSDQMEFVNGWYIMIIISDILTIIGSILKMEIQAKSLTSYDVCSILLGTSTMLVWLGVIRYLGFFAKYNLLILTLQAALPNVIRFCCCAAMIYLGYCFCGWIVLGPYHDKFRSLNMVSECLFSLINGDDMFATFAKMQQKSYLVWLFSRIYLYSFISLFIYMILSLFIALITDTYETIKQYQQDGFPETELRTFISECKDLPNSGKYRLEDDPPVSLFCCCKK
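Test system: TRPML3-YFP stable HEK293 cells. Doses: single point at 3 µM. Incubation: dye loading 1 h 37 °C then 30 min ambient, 125 s read. Signal: Fluo-8 calcium dye fluorescence, ex 470-495, em 515-575 nm. Measure: percent activation from peak-to-basal fluorescence ratio, scaled between DMSO and carbachol.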
EP2 mod: modulates human prostaglandin E2 receptor EP2 signaling. AID 940. hit rate 0.83% among 260,000. EP2-expressing cells, cAMP HTRF FRET, PGE2 co-stimulation. induction, % at 25 µM;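 active = compounds whose cAMP rise, as percent of the full-agonist control response, exceeds 60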;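 also: rat C6 glioma line stably carrying human EP2 under a CMV promoter; the protocol text gives 20 µM as final concentration; 100% = response of wells given 1 µM PGE2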
Target sequence (P43116 whole entry, looked up): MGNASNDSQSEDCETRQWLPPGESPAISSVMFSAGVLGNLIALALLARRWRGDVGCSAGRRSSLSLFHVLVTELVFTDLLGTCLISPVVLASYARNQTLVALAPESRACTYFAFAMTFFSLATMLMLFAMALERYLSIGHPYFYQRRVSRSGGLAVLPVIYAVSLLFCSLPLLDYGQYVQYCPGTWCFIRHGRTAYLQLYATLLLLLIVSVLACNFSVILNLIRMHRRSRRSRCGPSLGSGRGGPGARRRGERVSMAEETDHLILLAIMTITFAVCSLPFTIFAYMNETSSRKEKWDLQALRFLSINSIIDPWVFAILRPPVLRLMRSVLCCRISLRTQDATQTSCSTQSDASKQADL
S1P4 agonist: activates the human S1P4 receptor; O95977; hit rate 0.35% among 220,000; AID 1509; S1P4-expressing cell line, agonist reporter assay; activation, % at 4.98 µM; in the data active = activation above about 11%;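 also: 0% = DMSO vehicle and 100% = reference agonist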
Ba/F3 V617F tox: loss of viability in JAK2V617F-driven Ba/F3 cells | Ba/F3 EpoR-JAK2V617F viability, ATP luminescence | inhibition, % at 5.6 µM | hit rate 1.1% among 220,000 | AID 1446;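 active = inhibition above the campaign mean plus 3 SD over all tested compounds, cut at about 24% in these data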;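 also: cytokine-independent growth of Ba/F3 cells driven by EpoR plus mutant JAK2; 0% = DMSO-treated cells and 100% = JAK inhibitor I control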
BaF3 parental: reduces parental Ba/F3 cell viability, JAK2V617F counter-screen; CellTiter-Glo ATP luminescence; inhibition, % at 5.6 µM; hit rate 1.1% among 220,000;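 active = inhibition above a per-campaign cutoff, the mean inhibition of all tested compounds plus 3 SD, cut at about 27% in these data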;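 also: 0% = DMSO wells and 100% = JAK Inhibitor I control wells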
S1P4 antag: human S1P4 receptor antagonism; O95977; S1P4-expressing cells, antagonist mode, reporter read-out; inhibition, % at 4.98 µM; hit rate 0.26% among 220,000; in the data active = inhibition above about 29%;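 also: 0% = wells stimulated with agonist and 100% = vehicle wells without agonist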
PERK inh: blocks human PERK kinase | Q9NZJ5 | CHO PERK-DD fusion, SEAP luminescence translation reporter | inhibition, % at 5.6 µM | hit rate 0.17% among 220,000 | AID 1416;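 active = inhibition above the mean inhibition of all tested compounds plus 3 SD, set separately per screening campaign, cut at about 2.9% in these data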;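 also: PERK kinase domain activated by AP20187 dimerizer at 100 nM; 0% = DMSO with dimerizer and 100% = rapamycin at 8.4 µM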
zfTRPN1 agonist: zebrafish TRPN1 (NompC) channel agonism; HEK293 zebrafish TRPN1-YFP, Fluo-8 calcium fluorescence; 100% = response to 87 µM carbachol; activation, % at 3 µM; hit rate 0.18% among 220,000;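 active = activation above its plate's cutoff, the mean activation of test wells on that plate plus 3 SD, cut at about 19% in these data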;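 also: 0% = DMSO alone and 100% = 87 µM carbachol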
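Material: zebrafish TRPN1-YFP in HEK293 cells; Doses: single test compound dose, 3 µM nominal, 0.3% DMSO; Timing: dye loading 1 h at 37 °C, then 30 min room temperature; Technique: intracellular calcium fluorescence with Fluo-8; Benchmarks: high carbachol 87 µM, low DMSO alone.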
Calpain2 inh: blocks pig calpain II enzyme activity. purified calpain II, fluorogenic peptide substrate, 30 min. hit rate 0.37% among 220,000. inhibition, % at 16 µM;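 active = inhibition above about 50%, limit read from the data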
An asterisk follows results filed as active; . = not tested or not shown; & = joins results of further samples.

SMILES | TRPML3 agonist | EP2 mod | S1P4 agonist | Ba/F3 V617F tox | BaF3 parental | S1P4 antag | PERK inh | zfTRPN1 agonist | Calpain2 inh
O=[N+]([O-])c1ccc(-c2nc(NCC3CCCO3)c3ccccc3n2)cc1 (centres undefined) | 1.5 | 10 | -0.7 | -1 | -1 | -16 | -2.0 | 0.4 | -2
CCCC(O)(CCC)C(=O)NNc1ccc(C)cc1 | -0.6 | 18 | -0.4 | -5 | 3 | 0 | 0.5 | -2.4 | 4
COc1cc(-c2nn3c(Cc4ccccc4)nnc3s2)cc(OC)c1OC | -0.9 | 42 | 0.6 | -2 | 7 | -32 | -1.6 | -2.2 | 3
O=C(NCC1CCCO1)/C(=C\c1cccc([N+](=O)[O-])c1)NC(=O)c1ccccc1 (centres undefined) | 0.4 | -4 | -0.4 | 3 | 7 | 7 | 0.4 | -0.8 | -16
O=c1c2[nH]c3ccccc3c2nc2n1CCS2 | -0.4 | -37 | 0.7 | 0 | 9 | -9 | 0.6 | 0.2 | -16
Cc1cccc(NC(=O)NC2CC(=O)N(c3ccc4c(c3)OCCO4)C2)n1 (centres undefined) | 0.1 | -53 | -1.0 | -3 | 7 | 16 | 0.5 | -0.4 | 1
Cc1nnc(SCC(=O)Nc2sc3c(c2C(=O)c2ccccc2)CCCC3)s1 | 0.0 | 28 | -0.9 | 4 | 7 | -26 | -0.8 | -1.8 | 39
O=C(CSc1nnc2c(n1)[nH]c1ccccc12)Nc1cccc(S(=O)(=O)N2CCOCC2)c1 | 0.6 | -5 | 0.5 | 3 | -5 | -8 | 1.4 | -0.7 | -15
COC(=O)/C=C1\C(=O)N(c2nc3ccc(OC)cc3s2)C(=S)N1c1ccc(F)cc1 | 0.0 | 29 | -6.3 | 5 | 2 | -8 | 0.2 | 1.2 | -82
Clc1ccccc1/C=C/c1nc(-c2cccnc2)no1 | -0.5 | 11 | 0.2 | -2 | 1 | 3 | 1.4 | -1.1 | -31
COc1ccc(CCNC(=O)C2CCN(c3nn4c(=O)cc(C)nc4s3)CC2)cc1OC | 0.6 | 10 | 2.1 | -1 | 5 | -11 | 0.3 | 0.8 | -14
CCOc1ccc(C2CC(c3cccc(OC)c3)Nc3nc(N)nn32)cc1 (centres undefined) | 0.7 | 28 | -0.6 | 0 | 2 | -8 | 0.3 | 2.0 | 7
O=C(CCCCCNC(=O)c1ccccc1)N/N=C/c1ccccc1 | 0.1 | 6 | 0.7 | -2 | 1 | -5 | 0.9 | -0.5 | -3
Cn1nc(C(=O)Nc2nc3ccccc3[nH]2)ccc1=O | 1.0 | -9 | -0.1 | 5 | 10 | -12 | 1.0 | 0.1 | 27
O=C(NCc1ccccc1)N[C@@H](Cc1ccccc1)C(=O)O | 0.3 | 2 | 1.1 | -2 | 3 | -16 | 2.0 | -0.8 | 0
COc1ccc(Oc2nnc(C)c3ccccc23)cc1 | 0.0 | -3 | 0.8 | -4 | 0 | 6 | -0.9 | -0.8 | 24
O=[N+]([O-])c1c(Nc2ccccc2O)ccc2nonc12 | 0.2 | 4 | -1.7 | 1 | 7 | -5 | 1.2 | 1.3 | -11
CC(C)(C)c1ccc(NC(=O)N2CCCN(c3c(Cl)cncc3Cl)CC2)cc1 | 1.0 | -68 | 0.2 | -5 | -2 | 5 | -1.2 | 0.4 | 12
CC1(C)CC(=O)C2=C(C1)Nc1ccccc1NC2c1ccccn1 (centres undefined) | 0.8 | 9 | -0.4 | -4 | 2 | -17 | 0.5 | 1.3 | 34
Cc1ccccc1-n1c(=O)cc(N2CCC3(CC2)OCCO3)[nH]c1=O | 0.9 | 20 | 0.7 | -2 | 1 | 5 | 1.2 | 2.9 | -10
Cn1c(=O)c(C(=O)COC(=O)c2cc(-c3ccco3)nc3ccccc23)c(N)n(CC2CC2)c1=O | 0.7 | 41 | 0.4 | -3 | 0 | 13 | -0.6 | 0.6 | -241
CC(NC(=O)C1CCN(S(=O)(=O)N2CCCCCC2)CC1)c1ccccc1 (centres undefined) | 1.6 | -9 | 0.3 | -3 | 1 | -10 | 0.6 | 3.9 | 0
Cc1noc(C)c1C(=O)Nc1ccccc1-c1ccccc1 | -0.6 | 11 | 3.0 | -3 | -1 | -11 | -0.1 | -0.8 | 3
CC(C)[C@@H]1NC(=O)c2cc([N+](=O)[O-])cc(I)c2NCCC[C@@H](C(=O)NC(CC(=O)O)C(N)=O)NC(=O)[C@H](CO)NC1=O (some centres undefined) | 0.3 | 11 | 0.9 | 1 | 3 | -10 | 0.2 | 1.9 | -6
Cc1nn(Cc2ccccc2)c(C)c1NC(=O)c1noc2c1CCc1ccccc1-2 | -0.6 | -45 | 1.7 | -1 | 2 | -8 | -0.3 | -0.2 | 10
NC(=O)Cn1nc(C(F)(F)F)c2c1CCCC2 | 0.8 | 16 | 0.3 | -4 | -2 | -1 | 0.6 | 0.6 | -37
CC(NC(=O)Nc1ccccc1)c1ccccc1 (centres undefined) | -0.1 | -23 | -0.1 | -1 | 4 | 2 | 1.2 | -0.9 | 19
COc1cc(C(=O)Nc2ccccc2-c2nnn(CC(N)=O)n2)cc(OC)c1OC | 1.1 | -11 | 0.5 | 2 | 4 | 11 | -1.3 | 1.8 | -47
CCCCn1c(SCC(N)=O)nnc1-c1ccco1 | 0.9 | 3 | -1.0 | -3 | 0 | -13 | 0.9 | 0.7 | -15
O=[N+]([O-])/C(C(=C(Cl)Cl)N1CCN(Cc2ccccc2)CC1)=C1\NCCN1Cc1ccc(Cl)nc1 | 0.4 | -43 | -2.6 | -1 | 1 | 6 | 0.3 | 1.0 | -15
COc1ccc(NC(=S)N2CCN(Cc3ccc(C)cc3)CC2)cc1 | 0.9 | -24 | -1.5 | 5 | 10 | -3 | 1.6 | 0.2 | -13
CC1CCc2c(sc3c2C2=NS(=O)(=O)CCN2C=N3)C1 (centres undefined) | 0.3 | 6 | -2.4 | 3 | 4 | -4 | -1.5 | 0.6 | 46
Cn1c(C23CC4CC(CC(C4)C2)C3)n[nH]c1=S | 0.7 | -12 | 0.4 | -2 | -1 | -3 | 0.7 | -1.5 | 0
O=C(c1c(F)cccc1F)N1CCN=C1SCc1ccccc1 | -0.6 | 20 | 1.2 | -3 | -2 | 8 | -0.4 | 0.2 | -12
CCc1ccc2c(CN3CCc4ccccc43)cc(=O)oc2c1 | -0.2 | 45 | 2.0 | -3 | -2 | 4 | -0.1 | -0.6 | -18
O=C(Nc1ccc2c(c1)OCO2)OCc1ccccc1 | -0.5 | 7 | 1.9 | 4 | 8 | 6 | 1.1 | -2.0 | 26
C=CCNC(=O)N[C@@H](CCSC)C(=O)OC | 0.6 | 5 | -1.2 | -4 | 3 | -19 | 1.3 | 1.5 | 15
C/C(=N\NC(=O)CSCc1ccccc1Cl)c1cccc(NC(=O)c2ccccc2)c1 | 0.8 | -58 | 3.1 | -1 | 0 | -15 | 0.5 | -0.5 | -18
COC(=O)/C=C(\C)NC(=O)c1ccccc1Cl | -0.8 | 13 | -1.1 | -2 | 2 | -7 | 1.0 | -0.1 | 17
Cc1cc(C)c2nc(NCCCNC(=S)NCCCN(C)C)c(C#N)cc2c1 | 0.6 | -66 | 7.8 | 1 | 6 | -11 | -0.8 | 1.4 | -224
COc1ccc(C(=O)CCNc2ccc(C)c(Cl)c2)cc1 | -0.1 | 0 | 0.7 | -1 | 7 | -2 | 1.4 | 1.6 | 4
Cn1cc(CNC(=O)Nc2ccc3c(c2)OCO3)cn1 | -0.2 | 10 | -2.0 | -3 | -1 | -23 | 0.9 | 0.9 | -17
COc1ccc2c(=O)c3c(=O)n(Cc4ccco4)c(-c4ccco4)nc3oc2c1 | 0.6 | 31 | 0.2 | -1 | 6 | -1 | 0.6 | 0.7 | -154
COc1ccc(C(=O)Nc2cccnc2)cc1C(=O)Nc1cccnc1 | 0.0 | 18 | -0.1 | 2 | 8 | -2 | 2.6 | 1.4 | 17
CCc1nnc(NS(=O)(=O)c2ccc(N/C=C\C(=O)c3cccc(OC)c3)cc2)s1 | 0.6 | -90 | 1.0 | -1 | 4 | -29 | 0.0 | 0.6 | -4

A few values from above:
Clc1ccccc1/C=C/c1nc(-c2cccnc2)no1 @ PERK inh = 1.4
COc1ccc(C(=O)Nc2cccnc2)cc1C(=O)Nc1cccnc1 @ S1P4 antag = -2

(listing goes on)
SMILES | TRPML3 agonist | EP2 mod | S1P4 agonist | Ba/F3 V617F tox | BaF3 parental | S1P4 antag | PERK inh | zfTRPN1 agonist | Calpain2 inh
O=C(/C=C/c1cccc([N+](=O)[O-])c1)NCCSCc1c(Cl)cccc1Cl | 0.5 | -46 | 0.4 | 0 | 6 | -10 | 0.0 | -0.9 | 31
COc1ccc(Nc2cc(C)c3c(O)cccc3n2)cc1 | 0.9 | -75 | 2.3 | 3 | 3 | -18 | 0.7 | 2.3 | 17
Cc1ccc(NC(=O)Nc2ccno2)cc1 | 0.5 | -9 | -2.2 | -4 | 2 | 2 | 2.3 | 0.2 | -5
CCOC(=O)c1cc(-c2ccc(N)cc2)sc1N | -0.9 | -19 | -0.4 | -1 | 3 | 7 | -0.9 | -0.5 | -36
CNC(=O)c1sc(SC)cc1-c1ccc(Cl)cc1 | -1.3 | -10 | -3.1 | 5 | 10 | -162 | 0.0 | -1.5 | 10
Cc1ncoc1C(=O)Nc1ccccc1-c1ccccc1 | 0.1 | 19 | 0.7 | 3 | 1 | -24 | 0.9 | 0.4 | -25
Cc1cc(C)n2c(SCCN3C(=O)c4ccccc4C3=O)nnc2n1 | 0.6 | . | 1.0 | 2 | 0 | 1 | 1.0 | 0.7 | .
Cc1cc(C)nc(-n2c(Nc3ccccc3)cc(=O)c3c(C)n(-c4ccccc4)c(=O)nc32)n1 | 0.6 | . | -2.7 | 0 | 11 | -12 | 0.7 | -0.2 | .
Cc1cc(NC(=O)COC(=O)COc2ccc3c4c(c(=O)oc3c2)CCC4)no1 | 1.4 | -7 | 0.6 | 1 | 6 | 2 | 0.8 | 1.9 | -75
CCOc1ccccc1N1CN(CC)CNC1=S | 0.5 | 0 | 1.1 | -3 | 0 | -14 | 1.2 | 1.9 | 8
CC1(C)S[C@@H]2[C@H](NC(=O)C(C(=O)O)c3ccccc3)C(=O)N2[C@H]1C(=O)O (some centres undefined) | 1.6 | 3&4 | -0.4 | -4 | -1 | -19 | 1.4 | -0.3 | -4
COC(=O)c1cc(NC(=O)CN2CCC(C(N)=O)(N3CCCCC3)CC2)cc(C(=O)OC)c1 | 0.3 | -2 | 0.7 | -3 | 1 | -8 | -0.4 | 2.0 | 3
COc1ccccc1C(=O)OCC(=O)Nc1ccc(OC(F)F)cc1 | -0.9 | -10 | -1.5 | 10 | 6 | 8 | 0.6 | -0.4 | -29
Cc1nn(-c2ccccc2)c(Cl)c1/C=N/NC(=O)CNC(=O)c1ccccc1Cl | -0.9 | 21 | -1.5 | 2 | 5 | -22 | -0.6 | -1.6 | 2
c1ccc(Nc2nc(-c3ccncc3)nc3ccccc23)cc1 | 0.6 | -6 | 1.7 | -1 | 3 | -3 | 1.3 | 0.9 | -30
